# hcDAF-12 act: H. contortus DAF-12 nuclear receptor activators, primary screen, cell-based, luminescence, HEK293, lit1-tk-luc reporter; HEK293 hcDAF-12 lit1-tk-luc reporter; 0% DMSO, 100% Δ7-dafachronic acid; activation, % at 6.8 µM; 370,000 compounds, 1.4% hits; AID 652067, 2013;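 active = activation above the mean of all tested compounds plus 3 SD, cut at about 5.5% in these data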;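 also: 100% = response to 3 µM Δ7-dafachronic acid high control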
# ssDAF-12 act: S. stercoralis DAF-12 nuclear receptor activators, primary screen, cell-based, luminescence, HEK293, GRIP1 co-expression, lit1-tk-luc; HEK293 ssDAF-12/GRIP1 lit1-tk-luc reporter; % of 3 µM dafachronic acid response; activation, % at 6.8 µM; AID 652126, 2013; 370,000 compounds, 1% hits; Nuclear hormone receptor DAF-12 (Strongyloides stercoralis);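 active = activation above the mean over all tested compounds plus 3 SD, cut at about 0.9% in these data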;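 also: 0% = DMSO-only wells and 100% = 3 µM delta7-dafachronic acid wells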
# PG9 Ab binder: binders of HIV-1 gp120 antibody PG9, primary screen, biochemical, TR-FRET | HIV-1 gp120 / PG9 antibody interaction | TR-FRET gp120-PG9 antibody binding | inhibition, % at 6.7 µM | 360,000 compounds, 0.43% hits; in the data active = inhibition above about 8.5%
# NPR1 activator: GC-A stimulated cGMP production enhancers – HEK293 GC-A cells, cGMP TR-FRET, EC30 ANP, primary screen; Atrial natriuretic peptide receptor 1 (Homo sapiens), P16066; 0% at EC30 ANP, 100% saturating ANP; activation, % at 10 µM; 370,000 compounds, 0.14% hits; AID 1671463, 2021; in the data active = activation above about 40%
# Target sequence (P16066 whole entry, looked up): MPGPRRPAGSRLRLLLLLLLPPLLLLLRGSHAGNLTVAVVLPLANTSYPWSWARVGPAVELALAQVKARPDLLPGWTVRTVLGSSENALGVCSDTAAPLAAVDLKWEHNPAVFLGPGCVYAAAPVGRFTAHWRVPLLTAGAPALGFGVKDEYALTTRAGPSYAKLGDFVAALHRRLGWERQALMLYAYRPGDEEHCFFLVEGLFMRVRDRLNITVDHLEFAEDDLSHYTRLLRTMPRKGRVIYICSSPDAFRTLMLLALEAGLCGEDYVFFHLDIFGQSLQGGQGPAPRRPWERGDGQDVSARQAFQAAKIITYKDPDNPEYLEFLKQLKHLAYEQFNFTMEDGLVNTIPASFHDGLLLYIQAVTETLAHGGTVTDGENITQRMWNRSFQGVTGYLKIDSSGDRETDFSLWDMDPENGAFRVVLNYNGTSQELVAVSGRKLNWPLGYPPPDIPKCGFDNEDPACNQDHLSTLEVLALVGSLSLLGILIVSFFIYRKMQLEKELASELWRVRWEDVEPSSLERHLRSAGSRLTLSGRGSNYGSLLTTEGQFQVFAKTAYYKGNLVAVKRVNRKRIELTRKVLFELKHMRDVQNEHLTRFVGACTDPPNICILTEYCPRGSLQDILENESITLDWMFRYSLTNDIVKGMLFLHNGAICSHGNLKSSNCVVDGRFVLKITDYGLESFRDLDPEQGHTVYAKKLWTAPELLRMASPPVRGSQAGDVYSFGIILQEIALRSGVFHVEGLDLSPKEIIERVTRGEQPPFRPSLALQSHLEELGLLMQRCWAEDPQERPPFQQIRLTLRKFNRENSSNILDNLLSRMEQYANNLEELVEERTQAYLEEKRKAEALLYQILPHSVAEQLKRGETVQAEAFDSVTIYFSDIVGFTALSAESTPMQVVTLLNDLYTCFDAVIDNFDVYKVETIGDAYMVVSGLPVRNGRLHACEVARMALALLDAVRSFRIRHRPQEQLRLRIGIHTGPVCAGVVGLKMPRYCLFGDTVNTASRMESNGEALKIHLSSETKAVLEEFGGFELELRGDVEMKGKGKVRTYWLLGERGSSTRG
# DAX1 inh-1: DAX1 (NR0B1) inhibitors on StAR promoter, primary screen, cell-based, luminescence, SF-1 (NR5A1), full-length DAX-1 | HEK293T StAR-luciferase reporter, SF-1/DAX-1 repression relief | inhibition, % at 6.8 µM | 370,000 compounds, 1.1% hits | AID 652010, 2013;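 active = inhibition above the mean over all tested compounds plus 3 SD, cut at about 3.6% in these data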;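 also: 0% = DAX-1 cells with DMSO and 100% = cells lacking DAX-1 with DMSO; higher inhibition means more luminescence from relief of DAX-1 repression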
# ADAM17 inh: ADAM17 inhibitors, primary screen, biochemical, QFRET | Disintegrin and metalloproteinase domain-containing protein 17 (Homo sapiens), P78536 | 370,000 compounds, 0.83% hits | inhibition, % at 6.95 µM | recombinant ADAM17, EDANS/DABCYL FRET peptide cleavage | AID 720648, 2013;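 active = inhibition above the mean of compounds lying between control limits plus 3 SD, set per campaign, cut at about 8.5% in these data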;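 also: 0% = DMSO-only wells as the low control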
# hgDAF-12 ag: H. glycines DAF-12 receptor agonists, primary screen, cell-based, luminescence, HEK293, GAL4 fusion, UAS-luciferase | HEK293 GAL4-hgDAF12 UAS-luciferase reporter, agonist luminescence; normalized to butyrate control | activation, % at 6.8 µM | 370,000 compounds, 1.8% hits | AID 687014, 2013 | Nuclear hormone receptor DAF-12 (Heterodera glycines), GAL4 fusion;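 active = activation above a cutoff set at the mean of all screened compounds plus 3 SD, cut at about 10% in these data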;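 also: 0% = DMSO wells and 100% = sodium butyrate wells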
# DAX1 inh-2: DAX1 (NR0B1) inhibitors, primary screen, cell-based, HEK293, Gal4-DAX1, luciferase luminescence; HEK293 Gal4-DAX1 luciferase reporter; inhibition, % at 6.75 µM; 340,000 compounds, 0.99% hits; AID 504766, 2011;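 active = inhibition above the mean over all tested compounds plus 3 SD, cut at about 4.2% in these data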;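 also: 0% = DAX1-transfected cells with DMSO and 100% = empty-vector control cells with DMSO; inhibition shows as a rise in luminescence from relieved DAX1 repression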
# SMARCA2 activ: SMARCA2 (BRM) function activators, primary screen, cell-based, luminescence, high throughput; MG213 cells, MMTV-luciferase reporter, dexamethasone, overnight; 370,000 compounds, 1% hits; activation, % at 9.1 µM; AID 652017, 2013; in the data active = activation above about 7.8%;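 also: 0% = vehicle wells and 100% = reference activator wells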
# ADAM10 inh: human ADAM10 inhibitors, primary screen, biochemical, QFRET, HTS; recombinant ADAM10, EDANS/DABCYL FRET peptide cleavage, 3 h; inhibition, % at 7 µM; 370,000 compounds, 0.62% hits; AID 720582, 2013;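 active = inhibition above a per-campaign cutoff equal to the mean of compounds falling between control-based bounds plus 3 SD, cut at about 20% in these data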;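 also: 0% = DMSO wells while the 100% control is not disclosed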
# FXN GAA850 act: FXN promoter activators, primary screen, cell-based, luciferase luminescence, HEK293 lucGAA850; HEK293 lucGAA850 FXN promoter luciferase reporter, 24 h; percent of 10 µM SAHA response; activation, % at 6 µM; 360,000 compounds, 0.56% hits;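 active = activation above the average of all compounds screened plus 3 SD, cutoff fixed separately per campaign, cut at about 7.5% in these data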;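 also: 0% = DMSO wells and 100% = 10 µM SAHA wells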
# * hit, by the source's call; . = not tested or not shown.
cpd	Molecule	hcDAF-12 act	ssDAF-12 act	PG9 Ab binder	NPR1 activator	DAX1 inh-1	ADAM17 inh	hgDAF-12 ag	DAX1 inh-2	SMARCA2 activ	ADAM10 inh	FXN GAA850 act
1	Cc1ccc(C(=O)N/N=C/c2ccc(-c3cccc(Cl)c3)o2)cn1	3.6	-0.2	-3.2	-7	-0.1	-15	1.2	1.7	-3	-35	-3.3
2	COC(=O)C1=C(C)N(Cc2ccccc2C(F)(F)F)C(=NCc2ccccc2C(F)(F)F)NC1c1ccc(Cl)cc1 (stereo not given)	-0.1	-0.8	0.6	-6	1.8	0	1.7	.	1	-4	.
3	O=C(Cc1ccccc1)N/N=C/c1cc(Br)cs1	1.3	-1.4	-2.3	9	0.0	-3	3.2	0.8	-2	-6	0.2
4	CCc1c(C(=O)Nc2cc(C)ccc2OC)[nH]c(C)c1C(C)=O	5.6*	0.0	20*	0	-0.6	-1	0.7	0.4	-1	-3	1.0
5	C[C@@H]1CN([C@H](C)CO)C(=O)CCCn2nncc2CO[C@H]1CN(C)C(=O)Nc1ccc(N2CCCCC2)cc1	0.3	0.3	0.6	-1	0.4	-3	-1.9	-0.8	-3	0	0.5
6	COc1cc(NC(=O)c2cc3c(C)nc4ccccc4c3o2)cc(OC)c1OC	-1.1	-1.5	1.5	4	-3.4	3	-2.4	-1.4	-4	-3	-6.7
7	O=C(NCCN1C(=O)S/C(=C\c2ccc(Cl)cc2)C1=O)C1=COCCO1	-1.0	-0.8	-0.5	-4	-0.2	-4	0.6	-0.6	-1	-11	0.9
8	CCOc1ccc(N2C(=O)c3cccnc3C2Nc2ccc(F)cc2)cc1 (stereo not given)	1.2	-0.5	0.6	0	-0.3	-1	1.1	-0.6	0	-2	-2.6
9	COc1ccc(NC(=O)NC2CCCc3ccccc32)cc1 (stereo not given)	-0.3	-0.8	-0.9	3	-1.3	-2	0.5	-0.6	-2	-6	-1.6
10	CCOC(=O)C1=C(N)N2C(=O)C(C)SC2=C(C(=O)OCC)C1c1ccc(O)cc1 (stereo not given)	4.8	0.3	-1.2	-8	-0.1	-3	3.0	-1.9	-1	0	-0.2
11	NS(=O)(=O)c1ccc(Nc2nc(-c3ccc(O)cc3O)cs2)cc1	-2.3	-0.7	-2.0	-1	0.1	-2	-0.7	-0.4	0	0	-0.9
12	Cc1cccc(C(=O)N2[C@@H](C(C)C)COc3cc(Br)ccc3S2(=O)=O)c1	-0.8	-1.7	0.7	-9	2.0	0	-2.7	-1.4	-6	3	-2.1
13	O=C(CSc1nnc(CNc2ccc(F)cc2)n1Cc1ccco1)NC1CC1	-0.1	-0.8	0.6	5	0.2	-2	-2.0	-0.7	-6	-17	0.4
14	COc1ccc(CNC(=O)CN(Cc2ccc(OC)cc2)C(=O)CCC(=O)Nc2nccs2)cc1	-1.0	-0.5	-0.3	2	0.4	2	1.9	-2.2	-3	7	1.0
15	Cc1nnc(C)c2c(C)n(-c3ccccc3N)c(C)c12	0.6	-0.5	0.0	4	-1.0	-27	0.1	-0.7	0	-88	2.6
16	CCOC(=O)Cn1c(=O)c2c(nc3n2CC(C)CN3Cc2ccccc2)n(C)c1=O (stereo not given)	-3.2	-1.3	-1.4	2	-0.2	-4	0.0	0.0	0	5	0.4
17	O=C(Nc1ccc(-c2cscn2)cc1)C1CCCN(Cc2ccc(CO)o2)C1 (stereo not given)	0.2	-0.2	-0.8	7	-0.2	-3	-0.3	1.6	-3	-8	-0.1
18	CCOC(=O)c1nc(C)n(-c2cc(Cl)cc(Cl)c2)n1	-2.1	-1.5	-1.5	4	-0.6	-3	-0.2	0.5	-4	-4	1.0
19	O=C(NCC(=O)N1CCN(c2cccc(Cl)c2)CC1)c1ccc(Br)o1	-1.6	-1.2	-2.6	-7	-1.4	-1	-0.3	-1.5	-1	12	-0.2
20	Cc1cc(NC(=O)Cn2ccc([N+](=O)[O-])n2)no1	-1.3	-1.3	-0.7	3	-0.1	0	0.0	-0.1	-2	-5	-0.2
21	Cc1ccc(-n2c(SCC(=O)NCCN3C(=O)CSC3=O)nnc2-c2ccccc2)cc1C	-2.7	-1.2	-2.0	0	-0.4	1	-2.8	0.0	2	8	-1.0
22	NS(=O)(=O)c1ccc(CNC(=O)c2cc(=O)[nH]c3ccccc23)cc1	-0.3	-0.7	-1.0	2	0.1	-30	-2.1	0.8	-3	-70	1.3
23	CCc1nnc(N/N=C/c2cc(C)c(C)cc2C)n1N	-2.2	-2.0	-0.9	-3	-1.7	-3	-8.0	-0.7	3	5	1.0
24	COC(=O)c1ccc(CSc2nc3cc(Cl)ccc3o2)cc1	-0.5	-0.9	-0.6	5	0.2	1	-1.6	-0.1	-2	-4	1.6
25	Cn1c(=O)c2c(nc(NCC3CCCC(CN)C3)n2Cc2ccc(Cl)cc2Cl)n(C)c1=O (stereo not given)	-1.9	-1.2	1.2	-3	-1.1	3	-8.6	-2.7	-5	0	-1.9

# Next part, overlapping the part above by 2 compounds.
cpd	Molecule	hcDAF-12 act	ssDAF-12 act	PG9 Ab binder	NPR1 activator	DAX1 inh-1	ADAM17 inh	hgDAF-12 ag	DAX1 inh-2	SMARCA2 activ	ADAM10 inh	FXN GAA850 act
24	COC(=O)c1ccc(CSc2nc3cc(Cl)ccc3o2)cc1	-0.5	-0.9	-0.6	5	0.2	1	-1.6	-0.1	-2	-4	1.6
25	Cn1c(=O)c2c(nc(NCC3CCCC(CN)C3)n2Cc2ccc(Cl)cc2Cl)n(C)c1=O (stereo not given)	-1.9	-1.2	1.2	-3	-1.1	3	-8.6	-2.7	-5	0	-1.9
26	CC(=O)NS(=O)(=O)c1ccc(NC(=O)c2ccc(-n3nc(C)cc3C)cc2)cc1	1.2	-1.1	-3.0	-1	0.6	-2	0.7	0.2	-3	12	1.5
27	CCOC(=O)N1CCN(C(=O)Nc2ccccc2Cl)CC1	-1.5	-1.6	-0.7	4	-0.2	0	2.7	-0.5	9.0*	4	0.7
28	COc1ccc(C(=O)NC(=S)NNC(=O)c2cccnc2)cc1	-0.4	-1.0	-1.4	4	-0.1	3	3.5	0.8	0	-3	-1.0
29	Cc1cc(C)c(C(=O)NC2CCCc3c2cnn3-c2cccc(C)c2C)o1 (stereo not given)	-3.6	-1.6	-2.4	0	-0.6	-8	-9.0	-1.4	-4	-11	-4.6
30	CC1CCCN(CCCNC(=O)c2ccc3c(c2)N(Cc2ccc(F)cc2)C(=O)c2ccccc2S3=O)C1 (stereo not given)	0.6	-1.0	-1.9	1	0.8	-1	-0.7	-0.5	0	1	-4.6
31	CCc1ccc(CN(C(=O)c2cc3ccccc3oc2=O)C2CCS(=O)(=O)C2)cc1 (stereo not given)	3.6	0.2	0.8	0	2.0	-5	9.8	1.9	3	-9	2.6
32	Cc1ccc(/C=C/C(=O)N2CCC(Cc3ccccc3)CC2)cc1	0.1	-1.4	-0.8	1	-0.4	-4	1.4	-0.4	-2	-4	4.3
33	CCCCNC(=S)N1CCN(C)CC1	-1.1	-1.8	-1.7	2	-0.2	-2	0.1	0.4	3	3	0.0
34	O=C(O)c1cccc(NC(=S)N/N=C/c2cccc(O)c2)c1	0.6	-1.1	-3.6	0	0.6	1	1.1	-4.0	2	-1	0.5
35	COc1ccc(CCC(=O)Nc2cc3c4c(c2)CCC(=O)N4CCC3)cc1	0.3	-1.0	0.8	-1	-0.7	-2	-2.6	-1.0	-1	-4	-1.1
36	CCOC(=O)CC1=C(C#N)C(c2cccnc2)C(C(=O)OCC)=C(N)O1 (stereo not given)	0.4	-0.8	1.6	0	0.1	-5	-2.8	-0.1	1	-8	-0.6
37	Cc1nc(Br)c(Br)n1Cc1ccccc1	-4.1	-1.4	2.3	-2	-1.0	-3	-5.8	-1.0	-5	-11	1.7
38	CN(C)Cc1ccc(O)c(CCc2ccccc2)n1	0.6	-1.0	0.3	-1	-1.0	-6	1.6	0.8	-1	-6	0.8
39	COc1ccc(-n2c(SCC(=O)N(C)C3CCS(=O)(=O)C3)nc3ccc(O)cc3c2=O)cc1OC (stereo not given)	-1.6	-1.2	-0.2	5	-0.7	-13	-2.2	-0.7	-4	-65	-0.9
40	COc1ccc(C2=Nc3ccccc3NC(=O)C2N(CCc2cc(OC)cc(OC)c2)C(C)=O)cc1 (stereo not given)	0.1	-0.4	-2.6	-6	-1.6	-5	2.6	.	-2	-20	.
41	CCOC(=O)[C@]12CCCC=C1N(CCCOC)C(=O)[C@@H]2CC(=O)NCc1ccccc1	-0.3	-1.4	.	3	0.6	-8	2.2	.	-3	-5	.
42	O=C(/C=C/c1ccc(Cl)cc1Cl)n1cccn1	-1.1	-0.7	-1.7	36	0.1	-6	1.3	-0.1	-4	5	3.0
43	CCOC(=O)CSc1c(-c2ccc(Cl)cc2)[nH]c2ccccc12	2.2	-0.8	-4.0	2	-0.1	8	-1.7	-0.4	-3	9	2.2
44	O=C(O)c1ccccc1C(=O)Nc1cccc([N+](=O)[O-])c1	-1.3	-0.4	0.5	6	-0.2	-2	2.7	1.4	-1	1	1.6
45	Cc1cc(N2CCN(c3cccc(C)c3C)CC2)nc(-c2ccccc2)n1	-0.6	-1.1	-0.1	0	1.0	3	0.2	-0.6	2	12	0.5
46	O=C(N/N=C/c1ccc(Cl)cc1Cl)c1ccc(-n2cnnn2)cc1	-1.2	-1.4	-1.9	-10	0.2	-1	-0.4	1.3	3	-2	-0.1
47	CC(=O)c1cccc(Nc2nc(N3CCOCC3)nc(N3CCOCC3)n2)c1	-0.6	-1.4	0.3	-2	0.9	-10	-2.3	2.1	2	10	0.0
48	CCCN(CCC)CCNC(=O)CS(=O)Cc1nc(-c2ccc(C)cc2)oc1C (stereo not given)	0.0	-1.0	-0.8	3	0.0	1	3.5	3.0	3	0	1.3
49	CC(=O)Nc1ccc(NC(=O)CCc2ccc(C)o2)cc1	1.6	-0.8	-1.4	-1	0.1	6	-0.3	0.4	3	-3	1.1
50	c1ccc(CSc2ccc(-c3ccc4c(c3)OCO4)nn2)cc1	1.7	-0.7	3.3	3	1.0	-7	6.2	0.6	11*	0	3.7
51	COc1ccc(OC)c(-c2cc(-c3cccnc3)nc(N)c2C#N)c1	-1.3	-1.7	1.9	-10	-1.3	-3	0.2	-4.4	0	-9	-3.8
52	CCCNC(=O)N1CCC(C(=O)c2cccc(F)c2)CC1	0.9	-1.3	-1.5	-1	-0.3	-1	-2.4	-0.9	0	1	0.7
53	C=CCN=C(NC#N)SC	-2.0	-0.9	-0.2	3	1.0	1	1.7	1.4	1	-2	2.1

# Rows were taken by chance; overall some 6.8% were active at least once.
